LEDGF integ inh: blocks HIV-1 LEDGF/p75-dependent DNA integration; 0.64% of 370,000 active; inhibition, % at 3.7 µM; TR-FRET IN-LEDGF/p75 DNA integration, Eu/Cy5;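 active = inhibition above the screen-wide mean plus 3 SD, cut at about 13% in these data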;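 note: signal is the Cy5 over europium emission ratio at 671 and 618 nm; 0% = plate median of compound wells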
Tn6 DDE FP: disrupts Tn6 cyclic peptide binding to fibrin D-Dimer-E complex. AID 720509. P02675. 0.21% of 370,000 active. inhibition, % at 8.3 µM. Fibrin DD(E) TRITC-Tn6 fluorescence polarization displacement;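 active = inhibition above a per-campaign cutoff: mean of compounds within control limits plus 3 SD, cut at about 15% in these data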;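 note: 0% = median of all compound wells on the plate and 100% = blocking peptide control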
Tn7 DDE FP: DD(E)-Tn7 binding inhibition, primary FP screen. P02675. FP displacement of FITC-Tn7 peptide from fibrin DD(E); 0% = median of compound wells per plate. inhibition, % at 8.3 µM. 0.13% of 370,000 active;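 active = inhibition above the mean of compounds falling within the control limits plus 3 SD of them, cut at about 14% in these data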;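 note: 0% = plate median of compound wells and 100% = 10 µM Aha-Tn7 peptide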
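System: human fibrin DD(E); quantity: Fibrin-DD(E) at 2 µM final; also added: fluorescent Tn7 probe at 0.1 µM; compound dosing: single nominal test concentration of 8.3 µM per compound; schedule: 10 min preincubation, 3 h with tracer, room temperature; detection: fluorescence polarization of the labelled Tn7 tracer; repeats: one replicate per compound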
ADAM17 inh: inhibits human ADAM17. P78536. inhibition, % at 6.95 µM. recombinant ADAM17, EDANS/DABCYL FRET peptide cleavage. 0.83% of 370,000 active;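 active = inhibition above the mean of compounds lying between control limits plus 3 SD, set per campaign, cut at about 8.5% in these data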;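 note: 0% = DMSO-only wells as the low control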
ARFGAP1 inh: rat ARFGAP1 inhibition; 0.26% of 360,000 active; inhibition, % at 16.5 µM; AID 651572; Arfgap1-stimulated ARF1 GTP hydrolysis, GDP FP detection; Q62848;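 active = inhibition above a per-plate limit, mean inhibition of low control wells plus 3 SD, cut at about 25% in these data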;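 note: 0% = DMSO wells with enzyme and 100% = wells lacking Arfgap1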
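Replicates: Single well per compound | Assay system: Truncated rat Arfgap1 GAP domain | Control set: No-Arfgap1 wells (100%) versus DMSO full-reaction wells (0%) | Times: Enzyme reaction 120 min at 25 °C after 20 min preincubation | Reagent: Human ARF1(Δ1-17)-GTP substrate | Measured by: Tracer-displacement fluorescence polarization with EDTA stop, 620/688 nm | Measure: Percent inhibition of Arfgap1-stimulated GTP hydrolysis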
KLK7 zymogen act: activators of human kallikrein-7 zymogen; activation, % at 7 µM; 0.9% of 370,000 active; P49862; purified proKLK7, EDANS-DABCYL substrate fluorescence; 100% is mature enzyme control, 0% vehicle;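 active = activation above the mean of all tested compounds plus 3 SD, computed per campaign excluding outliers beyond control limits, cut at about 13% in these data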
ADAM10 inh: inhibitors of human ADAM10; O14672; AID 720582; recombinant ADAM10, EDANS/DABCYL FRET peptide cleavage, 3 h; inhibition, % at 7 µM; 0.62% of 370,000 active;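 active = inhibition above a per-campaign cutoff equal to the mean of compounds falling between control-based bounds plus 3 SD, cut at about 20% in these data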;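 note: 0% = DMSO wells while the 100% control is not disclosed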
PLCg1 inh: PLC-gamma1 (human) inhibition, primary screen; P19174; purified PLC-gamma1, fluorogenic substrate, fluorescence; inhibition, % at 12.2 µM; 0.84% of 370,000 active; in the data active = inhibition above about 9.5%
Target sequence (P19174 whole entry, looked up): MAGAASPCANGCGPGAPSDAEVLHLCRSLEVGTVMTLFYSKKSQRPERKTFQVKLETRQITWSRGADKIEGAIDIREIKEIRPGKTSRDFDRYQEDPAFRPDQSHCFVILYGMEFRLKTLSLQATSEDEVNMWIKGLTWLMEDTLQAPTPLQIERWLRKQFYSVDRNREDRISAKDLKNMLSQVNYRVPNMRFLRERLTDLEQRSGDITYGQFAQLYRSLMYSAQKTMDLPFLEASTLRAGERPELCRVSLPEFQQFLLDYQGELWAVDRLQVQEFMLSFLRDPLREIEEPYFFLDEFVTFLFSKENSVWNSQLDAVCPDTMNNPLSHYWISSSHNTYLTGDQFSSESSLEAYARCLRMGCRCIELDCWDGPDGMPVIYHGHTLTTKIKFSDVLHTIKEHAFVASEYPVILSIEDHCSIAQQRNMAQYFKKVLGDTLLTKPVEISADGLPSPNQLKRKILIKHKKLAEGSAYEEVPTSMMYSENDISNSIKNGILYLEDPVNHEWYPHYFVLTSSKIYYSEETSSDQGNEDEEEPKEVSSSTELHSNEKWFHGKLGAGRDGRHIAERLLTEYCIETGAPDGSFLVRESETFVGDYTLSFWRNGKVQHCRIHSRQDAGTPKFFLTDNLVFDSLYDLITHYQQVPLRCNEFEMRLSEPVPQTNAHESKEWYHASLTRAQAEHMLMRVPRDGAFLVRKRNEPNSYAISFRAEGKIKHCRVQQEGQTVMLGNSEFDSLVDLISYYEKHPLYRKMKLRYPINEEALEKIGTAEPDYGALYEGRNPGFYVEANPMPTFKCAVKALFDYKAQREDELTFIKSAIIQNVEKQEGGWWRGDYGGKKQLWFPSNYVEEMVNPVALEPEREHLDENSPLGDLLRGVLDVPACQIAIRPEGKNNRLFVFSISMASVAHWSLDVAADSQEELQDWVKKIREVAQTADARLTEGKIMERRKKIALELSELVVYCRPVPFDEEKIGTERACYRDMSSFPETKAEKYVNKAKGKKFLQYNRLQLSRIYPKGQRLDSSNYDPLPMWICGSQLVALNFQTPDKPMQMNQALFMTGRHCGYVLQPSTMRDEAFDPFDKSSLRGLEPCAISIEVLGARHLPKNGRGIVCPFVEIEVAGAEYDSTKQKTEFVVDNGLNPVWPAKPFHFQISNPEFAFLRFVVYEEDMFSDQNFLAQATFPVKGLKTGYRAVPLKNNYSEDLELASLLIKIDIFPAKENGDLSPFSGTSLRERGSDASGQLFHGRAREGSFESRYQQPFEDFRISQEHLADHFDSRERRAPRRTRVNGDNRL
ASAP1 GAP inh: ASAP1 ArfGAP inhibition; Q9ULH1; ASAP1-stimulated ARF1 GTP hydrolysis, GDP FP detection; inhibition, % at 16.5 µM; 0.19% of 360,000 active; in the data active = inhibition above about 25%;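 note: 0% = vehicle with enzyme and substrate and 100% = no enzyme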
TDP2 absorb: TDP2 (human) inhibition, absorbance primary screen | recombinant TDP2, T5PNP hydrolysis, p-nitrophenol absorbance 415 nm | inhibition, % at 12.8 µM | 0.34% of 370,000 active | AID 720702;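 active = inhibition above the mean of all tested compounds plus 3 SD, set per campaign, cut at about 25% in these data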;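 note: 0% = DMSO with enzyme and 100% = buffer with substrate but no TDP2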
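System: recombinant human TDP2 / Amount: 120 nM TDP2 per well / Also added: 5 mM T5PNP chromogenic substrate / Doses: 12.8 µM single point, 1% DMSO / Incubation: 2 h at 37 °C / Detection: p-Nitrophenol epi absorbance / Evaluation: % inhibition relative to enzyme-containing and enzyme-free wells / Repeats: singlicate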
Active calls of the source: *; i = inactive; nt = not tested or not shown.

SMILES	LEDGF integ inh	Tn6 DDE FP	Tn7 DDE FP	ADAM17 inh	ARFGAP1 inh	KLK7 zymogen act	ADAM10 inh	PLCg1 inh	ASAP1 GAP inh	TDP2 absorb
Cc1ccc(NC(=S)NC(=O)C2CCCCC2)c(Br)c1	3	4	-5	15*	0	1.1	33*	16*	0	-21
CCOc1cc(/C=C/C(=O)N(CC)CC(=O)NCc2cccs2)cc(Cl)c1OC	2	-3	-2	-4	5	0.1	-33	-1	-16	-4
COC(=O)C(NS(=O)(=O)c1ccccc1Cl)c1ccccc1 (stereo not drawn)	1	-1	1	-1	-6	-0.1	-2	1	16	-3
COc1ccc2c(c1)CCc1c(C(=O)NCCCn3ccnc3)noc1-2	2	10	2	-13	-6	0.9	-24	-5	-2	6
Cc1cccc(N2CC(C(=O)Nc3ccc4c(c3)OCO4)CC2=O)c1C (stereo not drawn)	0	5	-1	0	8	0.8	-3	-1	6	4
CC(C)c1ccccc1NC(=O)COC(=O)c1cc(=O)[nH]c(=O)[nH]1	0	3	3	-3	8	0.0	6	2	-1	0
CC(=O)Nc1ccc(S(=O)(=O)N(C)CC(=O)OCC(=O)c2cc(C)n(-c3ccc4c(c3)OCO4)c2C)cc1	-3	2	2	3	-2	-0.1	4	-1	5	-4
Cc1ccc(NS(=O)(=O)c2ccc3c(c2)n(C)c(=O)c(=O)n3C)c(C)c1	-1	3	-6	-2	-2	-0.1	-2	0	4	9
Cc1nc(CC(=O)NNS(=O)(=O)c2ccc3ccccc3c2)cs1	1	-1	5	-5	-2	0.1	-4	-2	6	1
CN(CCO)c1ncnc2nc[nH]c12	-2	-6	-3	1	-2	-0.4	-12	2	7	-2
C/C(=N/NC(=O)CNC(=O)c1ccco1)c1ccc(Cl)cc1	0	1	0	-2	-15	-0.4	-9	-3	-4	-13
CC(=O)N1CCc2c(sc(NC(=O)CS(=O)(=O)c3ccc(F)cc3)c2C(N)=O)C1	0	-1	-5	-25	9	-0.3	-82	-20	-6	-5
O=C(CSc1nccn(-c2ccc(Br)cc2)c1=O)Nc1ccccc1F	4	-2	-3	-7	18	-0.4	-19	-16	15	6
CCOc1ccc(N=Nc2cc(C(C)C)ccc2O)cc1	-1	-1	-2	1	5	-0.1	13	2	8	-3
CC1CCCC(NC(=S)NC(=O)c2ccco2)C1C (stereo not drawn)	-6	-1	-1	-1	14	-0.2	-16	-2	12	-11
Cc1ccc(S(=O)(=O)N2CCN(C(=O)COC(=O)Cc3ccc(Cl)cc3)CC2)c(C)c1	-2	3	-1	3	4	-0.6	7	-7	3	-4
O=C(Cc1ccccc1)NCC(=O)Nc1cccc(Cl)c1	0	11	1	1	-15	0.0	-12	0	13	8
Cc1ccc(NC(=O)CCl)c(C)c1	-4	6	0	-6	5	-0.6	-15	0	-6	9
O=C(O)c1ccccc1N1C(=O)c2cccc3cccc(c23)C1=O	-3	1	-1	-7	-12	0.8	-40	2	6	3
O=C(CNC(=O)c1cccs1)NCC(=O)OCc1ccccc1Br	-1	-13	1	-5	7	-0.5	1	2	2	5
Cc1ccc(NC(=O)CN2C(=O)NC3(CCCCCCC3)C2=O)cc1C	-2	8	5	-2	5	0.1	0	1	2	2
O=C(CCc1ccccc1)N1CCN(c2ccc(F)cc2)CC1	4	1	1	5	-11	0.3	2	1	-1	-16
CCCc1cc(=O)[nH]c(SCC(=O)Nc2cccc(S(=O)(=O)N3CCCCC3)c2)n1	0	4	7	0	-15	-0.4	0	-3	1	-4
CCN(CC)CCCN(C(=O)c1ccco1)c1nc(-c2ccc(Cl)cc2)cs1	-2	-2	1	-6	-2	-0.2	-3	5	3	1
Cc1ccccc1C(=O)c1c[nH]c(C(=O)NCc2cccs2)c1	0	0	1	-6	-11	0.2	9	4	-4	7
SMILES	LEDGF integ inh	Tn6 DDE FP	Tn7 DDE FP	ADAM17 inh	ARFGAP1 inh	KLK7 zymogen act	ADAM10 inh	PLCg1 inh	ASAP1 GAP inh	TDP2 absorb
Cc1ccc2c(CN3CCN(S(=O)(=O)c4ccc5c(c4)OCCO5)CC3)cc(=O)oc2c1C	-4	5	0	0	-9	0.4	-2	-2	7	-9
CCCC(=O)Nc1nnc(-c2ccc(Cl)s2)o1	2	-3	-7	-9	-1	-2.4	-44	-4	-6	-9
CCOc1ccc2oc(C(=O)OCC(=O)NC(=O)NC)c(C)c2c1	3	5	3	-6	11	0.1	-13	-6	-11	4
Nc1nc(SCC(=O)Nc2ccc(C(F)(F)F)cc2)[nH]c(=O)c1NC(=O)c1ccc(F)c(F)c1	0	10	8	-3	1	0.6	2	0	-8	6
CCN1CCN(S(=O)(=O)c2ccc(Cl)c(C(=O)N(C)Cc3ccc(Cl)cc3Cl)c2)CC1	2	1	-2	0	-9	0.4	-9	-2	4	-1
O=C(Nc1ccc(F)cc1)C1CCN(S(=O)(=O)c2ccc3[nH]c(=O)oc3c2)CC1	2	5	-2	1	11	0.4	-6	2	4	2
COc1ccc(Nc2nnc(SCC(=O)Nc3ccc4[nH]c(=O)[nH]c4c3)s2)cc1	-4	-2	2	-1	4	0.4	-14	-3	4	-4
COc1ccc(NC(=O)NCCc2cccc(Cl)c2)cc1OC	1	-1	5	1	-1	0.3	1	3	2	2
COc1ccc(NC(=O)COC(=O)c2cccn2C)cc1S(=O)(=O)N1CCCCC1	3	-4	4	-1	-2	0.2	-2	0	6	6
O=C(COC(=O)c1ccccc1OC(F)F)Nc1ccc(N2CCCCC2)cc1	-1	-4	1	2	-2	-0.6	4	0	2	8
O=C(Cn1cc([N+](=O)[O-])ccc1=O)NCc1ccc(Cl)cc1Cl	3	6	-4	3	5	-0.4	-3	1	-3	-8
COC(=O)C1CCCN1C(=O)c1cccs1 (stereo not drawn)	0	0	0	-1	3	0.6	8	-2	6	-1
O=S(=O)(Nc1ccc2nc(-c3ccco3)[nH]c2c1)c1ccccc1	1	-7	2	-12	9	-21	-42	-37	-7	0
COc1ccccc1OCCn1c(C(C)O)nc2ccccc21 (stereo not drawn)	1	4	-4	-6	7	0.0	-7	-2	-10	7
C[C@H]1CN([C@@H](C)CO)C(=O)c2cccc(NC(=O)Nc3ccc(C(F)(F)F)cc3)c2O[C@@H]1CN(C)C(=O)Nc1ccc(F)cc1	3	-2	-3	6	8	0.0	23*	0	5	2
CC(C)n1nnnc1SCC(=O)N1N=C(c2cccs2)CC1c1cccs1 (stereo not drawn)	4	6	7	-7	-3	0.7	-25	-18	9	-7
CC(=O)c1cccc(NC(=S)NCCc2ccc(Cl)cc2)c1	0	-7	5	-2	4	0.1	2	-5	4	-3
CCOC(=O)c1sc(=S)n(CC)c1NC(=O)CC	-5	3	6	-4	-5	0.9	9	5	-17	-9
O=C(NCc1ccc(F)cc1Cl)C1CC(=O)N(C2CCCCCCC2)C1 (stereo not drawn)	3	-8	-5	-2	4	0.8	4	-1	13	-6
C[C@@H]1CN([C@@H](C)CO)C(=O)c2cc(NC(=O)Nc3ccc4c(c3)OCO4)ccc2O[C@H]1CN(C)S(=O)(=O)c1cn(C)cn1	-2	-3	0	-4	13	0.6	-2	2	13	-1
CCOc1ncccc1C(=O)OCC(=O)c1ccc(Br)s1	3	1	1	3	-3	0.4	-7	-55	-4	-6
CCc1ccccc1NC(=O)CSc1nnc([C@@H](NC(=O)OC(C)(C)C)C(C)CC)o1 (stereo partly drawn)	1	12	-3	0	4	-0.1	4	-1	6	18
O=C(NCc1ccncc1)[C@@H]1CCCN1C(=O)[C@@H]1CCCN1C(=O)c1cccc2ccccc12	-1	-5	-5	-5	5	-0.3	0	1	10	11
O=C(c1cccs1)N1C(=O)c2cccc3cccc1c23	-2	3	9	-23	-10	32*	-39	-152	-2	1
CC(C)=CC(=O)O[C@H]1[C@@H]2[C@H](C)C(=O)O[C@@H]2C[C@@H](C)[C@@H]2[C@@H](O)CC(=O)[C@]21C	-2	3	1	0	2	-0.5	-11	-2	-8	-2

Shown with values under each structure: part of the list above.
Values run as follows: LEDGF integ inh	Tn6 DDE FP	Tn7 DDE FP	ADAM17 inh	ARFGAP1 inh	KLK7 zymogen act	ADAM10 inh	PLCg1 inh	ASAP1 GAP inh	TDP2 absorb
Cc1ccc(NC(=O)CN2C(=O)NC3(CCCCCCC3)C2=O)cc1C
 : -2	8	5	-2	5	0.1	0	1	2	2
O=C(CCc1ccccc1)N1CCN(c2ccc(F)cc2)CC1
 : 4	1	1	5	-11	0.3	2	1	-1	-16

The results go on.
SMILES	LEDGF integ inh	Tn6 DDE FP	Tn7 DDE FP	ADAM17 inh	ARFGAP1 inh	KLK7 zymogen act	ADAM10 inh	PLCg1 inh	ASAP1 GAP inh	TDP2 absorb
C=CCc1cccc(/C=N/NC(=O)C(C)Nc2ccc(C)cc2)c1O (stereo not drawn)	-3	7	4	2	-2	-12	9	-15	5	-10
CCOC(=O)c1cc(S(=O)(=O)NC2CCC(C)CC2)cn1C (stereo not drawn)	0	15	5	0	-3	0.4	6	-2	-4	-11
CCC1NC(C(=O)O)Cc2c1[nH]c1ccccc21 (stereo not drawn)	-6	5	-2	-247	15	36*	i	-331	-12	-3
Cc1c(NC(=O)Nc2ccc(Cl)cc2)c(=O)n(-c2ccccc2)n1C	1	0	0	0	-1	-0.5	-6	0	-2	-2
O=C(c1cc([N+](=O)[O-])ccc1Cl)N1c2ccccc2Sc2ccccc21	-1	2	-3	5	9	-0.1	4	3	-4	3
COc1ccc(C(=O)CN2CCN(S(=O)(=O)c3cccc([N+](=O)[O-])c3)CC2)cc1OC	2	-2	-4	-2	3	-0.4	-1	2	6	2
Cc1ccccc1CSc1nnc(-c2ccccn2)n1N	0	-4	3	-4	6	0.1	-8	-1	-4	11
O=[N+]([O-])c1cn(Cc2ccc(Cl)cc2)cn1	0	-3	3	-4	4	-0.1	-2	0	12	3
Cc1ccsc1C(=O)N1CCCC(C)(C(=O)O)C1 (stereo not drawn)	0	0	12	-1	2	0.2	7	-1	-13	2
COc1cc(SC)ccc1C(=O)N(C)Cc1ccccc1	-2	-9	-6	1	5	-0.1	9	2	-5	-2
C[C@H](O)[C@@H]1CN2CCc3ccc(N4CCOCC4)cc3[C@@H]2C[C@@H]1N(C)C(=S)NCCc1ccccc1	-5	-2	-7	-2	nt	0.1	-5	-7	nt	0
C=CCOc1ccc(C(=O)CC)cc1OC	1	-3	8	-1	4	-0.2	-1	0	2	-4
COCCN(Cc1cn(C)nc1-c1ccccc1F)C(C)C	-2	0	-3	-1	3	-0.5	-5	-1	5	10
CC(C)n1cc(/C=C2\NC(=O)N(c3cccc(Cl)c3)C2=O)c2ccccc21	-3	2	-5	-3	-14	-0.5	-6	1	-2	9
O=C(Nc1nnc(-c2ccccc2)o1)C1CCCCC1	2	-5	-2	1	-3	0.0	1	3	7	-9

Compound activity deposited in PubChem by The Scripps Research Institute Molecular Screening Center.
